Compound activity (PubChem BioAssay)
tim10-1 inh: growth inhibitors of tim10-1 mutant yeast | S. cerevisiae tim10-1 ts strain growth, BacTiter-Glo, 24 h | actives 2.2% (n = 330,000) | inhibition, % at 20 µM;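 active = inhibition of at least 40%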;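 note: mutant grown at 25 °C; 0% = DMSO wells with yeast and 100% = wells holding no yeast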
NLRP3 yeast inh: NALP3 inhibition in yeast; inhibition, % at 10 µM; actives 0.39% (n = 330,000); Yeast reconstituted NLRP3/ASC/caspase-1, beta-gal luminescence, 24 h; AID 2825;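 active = inhibition of 50% or more; inactive = inhibition below 50%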;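 note: plate controls were induced DMSO wells for no effect and uninduced yeast grown without galactose for full effect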
TIM10 inh: TIM10 yeast growth inhibition | S. cerevisiae TIM10 strain growth, BacTiter-Glo luminescence, 24 h | inhibition, % at 10 µM | actives 1.4% (n = 330,000);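 active = inhibition of 40% or more at the single tested concentration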;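 note: wild-type TIM10 isogenic control strain grown at permissive 25 °C; 0% = DMSO yeast wells and 100% = minimal medium wells without yeast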
ATG4B inhibitor: blocks human ATG4B protease cleavage of LC3 substrate; ATG4B cleavage of LC3-PLA2, NBD-HPC fluorescence, 1 h; inhibition, % at 8.33 µM; AID 504462; Q9Y4P1; actives 0.51% (n = 340,000); in the data active = inhibition above about 40%
Target sequence (Q9Y4P1 whole entry, looked up): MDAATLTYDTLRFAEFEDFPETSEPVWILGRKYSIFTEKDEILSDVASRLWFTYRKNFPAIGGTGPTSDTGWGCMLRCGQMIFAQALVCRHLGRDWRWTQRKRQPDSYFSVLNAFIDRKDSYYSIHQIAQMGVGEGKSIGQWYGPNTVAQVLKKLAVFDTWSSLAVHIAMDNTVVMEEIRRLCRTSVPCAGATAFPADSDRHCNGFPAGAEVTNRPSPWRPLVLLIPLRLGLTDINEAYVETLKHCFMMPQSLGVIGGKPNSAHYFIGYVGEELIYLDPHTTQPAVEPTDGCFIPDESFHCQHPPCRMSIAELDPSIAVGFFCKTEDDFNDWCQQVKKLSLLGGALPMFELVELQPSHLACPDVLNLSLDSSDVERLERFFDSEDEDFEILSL
mIAP activ: increases mouse intestinal alkaline phosphatase activity | actives 0.24% (n = 330,000) | muIAP, CDP-Star luminescence, 30 min; hits give high values; 1 = vehicle-only enzyme signal, 0 = enzyme-free wells | activation factor at 10 µM;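 active = activation factor of at least 2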; note: the source names both 10 and 20 µM as test concentration; values of inactives mirror those of a sister screen read the other way
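Assay system: mouse IAP enzyme; reagent: chemiluminescent substrate CDP-Star; dosing: test compounds delivered from DMSO solution; schedule: 30 min at room temperature; measured by: luminescence from enzymatic CDP-Star hydrolysis; controls: DMSO-only wells and no-enzyme negative control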
Apaf-1 inh: inhibitors of human Apaf-1 apoptosome; actives 0.71% (n = 330,000); reconstituted apoptosome caspase-3 activity, DEVD-Rh110 fluorescence; O14727; inhibition, % at 20 µM; AID 489030; active = inhibition of at least 40% at 20 µM;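 note: plate controls were DMSO wells for no effect and DEVD-CHO caspase inhibitor wells for full effect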
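Material: reconstituted apoptosome with Apaf-1, cytochrome c, caspase-9, procaspase-3, dATP / Buffer or medium: pH 7.5 Hepes buffer with CHAPS, BSA, DTT / Also added: cytochrome c with DEVD-Rh110 / Schedule: compound with Apaf-1, dATP, procaspase-3 30 min, then 50 min reaction, room temperature / Technique: rhodamine 110 fluorescence at Ex 480/Em 540 nm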
hIAP block: human IAP inhibition; P09923; purified IAP, CDP-Star luminescence, 30 min; inhibition, % at 10 µM; actives 0.12% (n = 330,000); AID 2544;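 active = inhibition reaching a set limit with compound at 10 µM in the primary screen, cut at about 35% in these data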;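 note: plate controls were DMSO wells with enzyme for no effect and no-enzyme buffer wells for full effect; values of inactives mirror those of a sister screen read the other way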
Target sequence (P09923 whole entry, looked up): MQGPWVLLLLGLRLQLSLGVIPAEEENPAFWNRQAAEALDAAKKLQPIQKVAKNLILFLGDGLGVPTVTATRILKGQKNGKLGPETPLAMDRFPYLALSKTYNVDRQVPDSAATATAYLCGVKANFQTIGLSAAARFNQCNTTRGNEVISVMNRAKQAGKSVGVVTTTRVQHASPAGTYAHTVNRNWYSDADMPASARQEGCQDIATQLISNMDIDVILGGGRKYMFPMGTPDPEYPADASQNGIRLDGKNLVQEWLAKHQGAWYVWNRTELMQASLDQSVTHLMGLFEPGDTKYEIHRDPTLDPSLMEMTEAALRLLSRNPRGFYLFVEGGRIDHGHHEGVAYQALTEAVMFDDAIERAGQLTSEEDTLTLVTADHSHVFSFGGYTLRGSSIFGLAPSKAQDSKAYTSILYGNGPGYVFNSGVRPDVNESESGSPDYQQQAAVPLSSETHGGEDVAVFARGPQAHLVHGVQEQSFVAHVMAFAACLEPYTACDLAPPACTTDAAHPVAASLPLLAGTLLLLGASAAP
mIAP block: blocks mouse intestinal alkaline phosphatase; purified mouse IAP, CDP-Star luminescence, 30 min; inhibition, % at 10 µM; actives 0.2% (n = 330,000);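 active = inhibition of at least 40% at 10 µM in the primary screen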;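 note: plate controls were DMSO with enzyme for no effect and no enzyme wells for full effect; values of inactives mirror those of a sister screen read the other way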
hIAP act: increases human intestinal alkaline phosphatase activity. actives 0.16% (n = 330,000). P09923. purified human IAP, CDP-Star luminescence, 30 min; hits give high values; 1 = vehicle-only enzyme, 0 = enzyme-free background. activation factor at 10 µM;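 active = activation factor of the enzyme at least 2-fold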; note: the source names both 10 and 20 µM as test concentration; values of inactives mirror those of a sister screen read the other way
An asterisk follows results filed as active; · = not tested or not shown. Random draw from the library. About 4.5% of those tested had a hit in this group.

SMILES | tim10-1 inh | NLRP3 yeast inh | TIM10 inh | ATG4B inhibitor | mIAP activ | Apaf-1 inh | hIAP block | mIAP block | hIAP act
O=C(O)CN=C(NS(=O)(=O)c1ccccc1)c1ccccc1 | 11 | 5 | -5 | -8 | 0.96 | -4 | 1 | 4 | 0.99
COc1ccc(CCCc2nnc(SCc3nc4ccccc4c(=O)[nH]3)n2C)cc1 | 19 | 18 | -2 | -4 | 0.97 | 12 | -8 | 3 | 1.1
S=C(Nc1ccccc1)N1CCc2ccccc21 | 12 | 28 | 5 | 2 | 1 | 3 | -13 | -4 | 1.1
Cc1ccc(OCCNC(=O)c2cncc(Br)c2)cc1C | 6 | 21 | -22 | -9 | 1 | 21 | 9 | -4 | 0.91
CCOc1ccc(-c2nc(CN3CCCCC3CCn3cccn3)c(C)o2)cc1 (centres undefined) | 11 | 5 | -1 | 2 | 1.1 | -2 | -2 | -6 | 1
COC(=O)C1Cc2c([nH]c3ccccc23)C(C(C)C)N1 (centres undefined) | 28 | 14 | -6 | -8 | 0.99 | -1 | -14 | 1 | 1.1
CCc1cccc(NC(=O)CN(C)S(=O)(=O)c2cccc3cccnc23)c1 | 14 | 8 | 7 | -2 | 0.92 | 7 | 4 | 8 | 0.96
Cc1ccccc1N1CCN(C(=O)c2cc(C3CC3)nn2-c2ccccc2)CC1 | 26 | 20 | 11 | 9 | 1 | 19 | 9 | -1 | 0.91
O=C(O)CCCC(=O)Nc1ccc(N=Nc2ccccc2)cc1 | 12 | 6 | -1 | -4 | 0.97 | 0 | 5 | 3 | 0.95
CSc1nc(-c2ccc(Cl)cc2Cl)[nH]c(=O)c1C#N | 3 | -4 | 8 | 13 | 1 | 4 | 7 | -3 | 0.93
O=C(CC1C(=O)NCCN1CC1CCCCC1)NCc1ccc(F)cc1 (centres undefined) | 33 | 3 | 2 | -31 | 1.2 | 18 | -16 | -16 | 1.2
CCN1CCN(Cc2c(O)ccc3c2O/C(=C\c2ccc(C)cc2)C3=O)CC1 | 9 | 2 | 2 | 1 | 0.93 | -6 | 7 | 7 | 0.93
Nc1nnc(CCOc2ccc(Cl)cc2)s1 | 25 | 11 | -1 | -3 | 1 | -6 | -1 | -3 | 1
O=C(Nc1cccc(Cl)c1)C1CCN(C(=O)c2cccs2)CC1 | 18 | 4 | -6 | 1 | 1.1 | 11 | -6 | -7 | 1.1
O=C(Cc1ccccc1Cl)Nc1ccc(S(=O)(=O)Nc2nccs2)cc1 | 4 | 5 | 7 | 2 | 1 | 9 | -8 | -2 | 1.1
CCn1c(C(C)NC(C)=O)nc2ccccc21 (centres undefined) | -4 | 14 | -11 | 1 | 0.98 | 1 | 3 | 2 | 0.97
Cc1ccnc(NC(=O)C2CCC(CNc3c(N4CCCC4)c(=O)c3=O)CC2)c1 (centres undefined) | -24 | 1 | 10 | -2 | 1.1 | 5 | 8 | -7 | 0.92
COc1cc(/C=C2/C(=N)N3N=C(C(C)C)SC3=NC2=O)ccc1OS(=O)(=O)c1ccccc1 | 27 | 0 | -2 | 3 | 1 | 18 | 22 | -3 | 0.78
O=C(NC1CCCC1)c1cnn2c(C(F)(F)F)cc(-c3ccc4c(c3)OCO4)nc12 | 23 | 0 | 13 | -3 | 1.1 | 15 | -15 | -7 | 1.1
CCOCc1nnc(NC(=O)c2cccs2)s1 | 22 | 0 | 39 | -9 | 1.1 | 1 | 8 | -8 | 0.92
Cc1ccc(OCCC(=O)OCC(=O)Nc2ccc3c(c2)OCCO3)cc1 | 23 | 4 | 9 | -7 | 0.94 | 9 | 11 | 6 | 0.89
O=C(N/N=C/c1ccc2nccnc2c1)c1ccncc1 | -13 | 1 | 2 | -9 | 1.1 | -17 | 14 | -13 | 0.86
O=C(NCC1CCCO1)c1ccc[nH]1 (centres undefined) | -10 | 4 | -2 | -1 | 0.94 | -6 | -1 | 6 | 1
COc1ccc(-c2nc(C)c(C(C)=O)n2O)cc1OC | 1 | 1 | -2 | -2 | 0.99 | 0 | 3 | 1 | 0.97
COc1ccc(C(=O)Nc2cccc(NC(=O)c3cccs3)c2)cc1OC | -15 | 10 | -5 | -15 | 1.1 | 15 | -28 | -14 | 1.3
O=C(CCCl)Nc1nc2c(s1)CCc1ccccc1-2 | 37 | 37 | 36 | 11 | 1.1 | 17 | 6 | -8 | 0.94
CCC(NC(=O)COc1cc2c(c3oc(=O)c(C)c(C)c13)CCC(C)(C)O2)C(=O)O (centres undefined) | 10 | -13 | 4 | 7 | 0.94 | 3 | 1 | 6 | 0.99
O=C(c1cccc2nc3ccccc3nc12)N1CCOCC1 | -8 | 18 | 0 | 6 | 0.99 | -9 | 0 | 1 | 1
Nc1ccc(-c2ccc(C(=O)O)s2)cn1 | 4 | 18 | 1 | -8 | 0.98 | -3 | -22 | 2 | 1.2
Cc1cccc(NC(=O)CN2C(=O)NC(Cc3ccccc3)C2=O)c1 (centres undefined) | 3 | 18 | -9 | -4 | 1 | 4 | 7 | -4 | 0.93

Results in tim10-1 inh, NLRP3 yeast inh and hIAP block, for 2 of the compounds above:
mol	tim10-1 inh	NLRP3 yeast inh	hIAP block
CCOCc1nnc(NC(=O)c2cccs2)s1	22	0	8
Cc1ccc(OCCC(=O)OCC(=O)Nc2ccc3c(c2)OCCO3)cc1	23	4	11

(listing goes on)
SMILES | tim10-1 inh | NLRP3 yeast inh | TIM10 inh | ATG4B inhibitor | mIAP activ | Apaf-1 inh | hIAP block | mIAP block | hIAP act
c1ccc(-n2nnnc2-n2ccnc2)cc1 | 8 | 22 | 1 | -2 | 1 | 8 | 2 | -5 | 0.98
Cc1ccc(C(=O)OCc2cc(=O)n3c(C)csc3n2)s1 | 1 | 43 | 8 | -8 | 1 | 4 | 14 | -4 | 0.85
COc1ccc(C(=O)Nc2ccccc2C(=O)NC(Cc2ccc(O)cc2)C(=O)NNC(=O)c2ccccc2Cl)cc1 (centres undefined) | 24 | -15 | 5 | -20 | 0.99 | -48 | -42 | 1 | 1.4
O=C1CC(N(CCc2ccccc2)C(=S)Nc2ccccc2)C(=O)N1c1ccc(F)cc1 (centres undefined) | 31 | 2 | 17 | -16 | 1.2 | 0 | 18 | -19 | 0.82
CCCCC(=O)Nc1ccc(C(=O)NCCCn2ccnc2)cc1 | 4 | -14 | 5 | -4 | 0.96 | -24 | -1 | 4 | 1
O=C1CCC(=O)N1CC(=O)N(c1ccccc1)c1ccccc1 | -4 | 18 | -7 | -2 | 1.1 | -13 | 5 | -8 | 0.95
Cc1ccc(S(=O)(=O)N(CC(O)CN2C(=O)NC(C)(C)C2=O)c2cccc(C)c2)cc1 (centres undefined) | -6 | 12 | 11 | -10 | 0.93 | -14 | -1 | 7 | 1
CCN(CCO)Cc1csc2cccc(Br)c12 | -14 | 11 | -3 | 1 | 0.95 | -2 | 2 | 5 | 0.98
COc1cc(NC(=O)CSc2ccc3c(c2)OCCO3)cc(OC)c1OC | 26 | 21 | 5 | -12 | 1.2 | 6 | -27 | -15 | 1.3
Cc1cc(C(=O)N[C@@H](c2ccccc2)[C@]2(C)C[C@H]2[C@@H](C)C(=O)Nc2ccc3ccccc3c2)no1 | 2 | 10 | -1 | -1 | 1.6 | 2 | -3 | -58 | 1
O=c1[nH]c(CN2CCCC2)nc2sc3c(c12)CCC3 | 22 | 27 | -4 | 6 | 1.1 | -6 | -17 | -14 | 1.2
O=C(/C=C/N1CCOCC1)c1coc2ccccc12 | 2 | -2 | 7 | 44* | 0.99 | -3 | 3 | 1 | 0.97
CC(C)CCNC(=O)Cc1c(C(=O)O)[nH]c2ccc(Cl)cc12 | -12 | 10 | 8 | 9 | 1 | -16 | 2 | -4 | 0.98
CCC(=O)Nc1cccc(NC(=O)c2cccnc2)c1 | -4 | -7 | 8 | -3 | 0.98 | -4 | 14 | 2 | 0.86
CSc1nc(C)nc2c1c(=O)n(C)c(=O)n2C | -6 | 5 | -4 | -22 | 1 | -4 | 13 | -2 | 0.87

Arranged by molecular weight (rising): some entries from above
SMILES | tim10-1 inh | NLRP3 yeast inh | TIM10 inh | ATG4B inhibitor | mIAP activ | Apaf-1 inh | hIAP block | mIAP block | hIAP act
CCC(=O)Nc1cccc(NC(=O)c2cccnc2)c1 | -4 | -7 | 8 | -3 | 0.98 | -4 | 14 | 2 | 0.86
O=c1[nH]c(CN2CCCC2)nc2sc3c(c12)CCC3 | 22 | 27 | -4 | 6 | 1.1 | -6 | -17 | -14 | 1.2
CCN(CCO)Cc1csc2cccc(Br)c12 | -14 | 11 | -3 | 1 | 0.95 | -2 | 2 | 5 | 0.98

Further compounds.
SMILES | tim10-1 inh | NLRP3 yeast inh | TIM10 inh | ATG4B inhibitor | mIAP activ | Apaf-1 inh | hIAP block | mIAP block | hIAP act
COc1cc(C(=O)NCc2nnc(SCC(=O)Nc3ccc4c(c3)OCO4)o2)cc(OC)c1OC | 17 | 26 | 9 | -5 | 1 | 4 | -15 | -4 | 1.2
O=C(Nc1ccc(F)cc1)c1ccc(S(=O)(=O)N2CCOCC2)o1 | -5 | -11 | -12 | -2 | 1 | -2 | -17 | -2 | 1.2
Cc1cccc(N/N=C/c2ccc(O)c(O)c2O)c1 | 7 | 4 | 4 | -9 | 0.81 | 8 | -6 | 19 | 1.1
CC(C)C(NC(=O)c1ccco1)C(=O)OCC(=O)NCCc1ccccc1 (centres undefined) | 5 | 9 | 7 | 5 | 0.98 | -17 | 17 | 2 | 0.83
COc1ccccc1/C=C/C(=O)NCC(=O)N/N=C/c1ccccc1 | 35 | 16 | 30 | -4 | 1 | 4 | -1 | -4 | 1
O=C(COC(=O)/C=C/c1ccc([N+](=O)[O-])cc1)NCC1CCCO1 (centres undefined) | 19 | -6 | -4 | 6 | 1 | -8 | -4 | 0 | 1
Cc1c(CC(=O)NCCCC(=O)O)c(=O)oc2cc3oc4c(c3cc12)CCCC4 | 15 | -5 | -4 | 10 | 1 | 3 | -1 | -1 | 1
N#Cc1cc([N+](=O)[O-])ccc1NC(=O)COC(=O)C12CC3CC(CC(C3)C1)C2 | 25 | 8 | 31 | · | 0.9 | 8 | 0 | 10 | 1
O=C(CCl)N1CCN(S(=O)(=O)c2ccc3c(c2)OCCCO3)CC1 | 24 | 13 | 22 | 7 | 1.1 | -6 | 2 | -8 | 0.98
CCOC(=O)C1CCN(C(=O)c2ccccc2NC(C)=O)CC1 | -4 | 17 | 2 | -5 | 1 | -3 | -2 | -1 | 1
COc1ccc(OC(=O)c2cnn(-c3ccccc3)c2C)cc1 | 6 | 24 | 5 | -4 | 1 | 13 | -13 | 0 | 1.1
O=c1c(-c2ccc(Cl)cc2)[n+]([O-])c2ccccc2n1OCc1nc2ccccc2[nH]1 | -8 | 13 | 9 | -8 | 0.88 | -4 | -11 | 12 | 1.1
CCOC(=O)Nc1nc(-c2ccc(Cl)cc2Cl)cs1 | 40* | 25 | 36 | 20 | 0.96 | 8 | -1 | 4 | 1
CCNC(=O)c1ccc(C2SCC(=O)N2Cc2ccco2)cc1 (centres undefined) | 3 | 5 | 0 | 2 | 1 | -2 | -9 | 0 | 1.1
CC(C)c1ccc(C(C(=O)NC2CCCC2)N(C(=O)CNC(=O)c2ccco2)c2cccnc2)cc1 (centres undefined) | -4 | 16 | -7 | -4 | 1.1 | 8 | -17 | -8 | 1.2
CCOc1ccc(CN(CC)C(=O)c2ccc3c(c2)[nH]c(=O)c(=O)n3CC)cc1OC | -8 | -1 | -3 | 0 | 1 | 2 | -22 | -2 | 1.2
COc1ccc(N=C2S/C(=C\c3cc(C)n(C)c3C)C(=O)N2C)cc1 | 10 | 6 | 11 | 2 | 0.94 | 13 | 13 | 6 | 0.87
